CendR NRP1 mod – NRP-1/CendR interaction modulation. O14786. FAM-RPARPAR peptide binding to NRP-1, fluorescence polarization. inhibition, % at 25 µM. hit rate 0.85% among 360,000;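 active = inhibition or corrected inhibition above about 18%, plus a signal ratio from 0.5 to 1.5, limit read from the data, passing the limit was not always enough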; also: strong numbers were not always called active
NadD inh – inhibitors of Staphylococcus aureus NadD. purified NadD enzyme, colorimetric absorbance read-out. inhibition, % at 20 µM. hit rate 0.78% among 360,000. AID 602399; in the data active = inhibition above about 26%; also: some compounds past the cut are filed as inactive
SKN-1 inh – blocks SKN-1 activity in C. elegans; hit rate 0.49% among 360,000; C. elegans VP596 Pgst-4::GFP/RFP ratio, acrylamide-induced, 24 h; inhibition, % at 21.8 µM;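 active = interference check ratio from 0.5 to 1.5 plus GFP to RFP signal ratio inhibition reaching or exceeding a fixed threshold, cut at about 30% in these data, passing the limit was not always enough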; also: some compounds called inactive have numbers as strong as hits
Scp1 inh – blocks human Scp-1 phosphatase activity | AID 493091 | inhibition, % at 20 µM | Recombinant Scp1, phosphopeptide, malachite green phosphate absorbance | hit rate 0.88% among 340,000;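 active = inhibition above about 50% at 20 µM, limit read from the data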;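 also: plate controls were DMSO wells with enzyme for no effect and wells lacking enzyme for full effect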
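Incubation: 45 min enzyme reaction at room temperature / System: truncated SCP-1 phosphatase (76-261aa) / Reagent: Phospho 17-mer peptide substrate / Buffer or medium: Acidic Tris acetate buffer with magnesium and detergent / Signal: absorbance at 630 nm / Doses: one concentration, 20 µM, with 1.0% DMSO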
SUMO1-SIM PPI – modulators of human SUMO1-mediated protein-protein interactions | P63165 | SUMO1 binding to a labelled peptide, TR-FRET, 1 h | inhibition, % at 20 µM | hit rate 0.33% among 360,000; in the data active = inhibition above about 37%
STEP block – blocks human striatal-enriched tyrosine phosphatase. hit rate 0.25% among 360,000. P54829. AID 588621. inhibition, % at 20 µM. recombinant STEP, OMFP fluorogenic substrate, fluorescence;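 active = inhibition at 20 µM, scaled per plate between control wells, above about 37%, limit read from the data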;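 also: 0% = DMSO with enzyme and substrate and 100% = substrate only without enzyme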
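Also added – OMFP at 25 µM · Test system – STEP tyrosine phosphatase · Technique – FITC-channel fluorescence of OMFP product · Schedule – 20 min at room temperature, dark · Evaluation – control-normalized % inhibition with plate pattern correction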
LMPTP inh – LMPTP (human) inhibition | P24666 | recombinant LMPTP-A, OMFP fluorogenic substrate, fluorescence intensity | inhibition, % at 20 µM | hit rate 0.22% among 360,000 | AID 651560;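 active = compounds that cut the enzyme signal by at least half of the control window in the single-dose screen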;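 also: plate controls were DMSO wells with enzyme plus substrate for no effect and substrate without enzyme for full effect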
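test system = LMPTP-A | amount = 0.625 nM LMPTP-A final | reagent = fluorogenic phosphatase substrate OMFP at 400 µM final | incubation = 50 min at room temperature | benchmarks = no-enzyme low control, uninhibited high control | medium = Bis-Tris pH 6.0, DTT, detergent | signal = fluorescence intensity of OMFP turnover product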
MT1-MMP act inh – MT1-MMP (human) activation inhibition | P50281 | HT1080 RFP-PRO-GFP cells, GFP/RFP ratio fluorescence, overnight; percent of plate control window, DMSO zero | GFP/RFP ratio change, % at 20 µM | hit rate 0.061% among 360,000 | AID 651647;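 active = GFP/RFP ratio change of at least 30% with cell ATP level not reduced by more than half and red fluorescence within 50% of control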; also: strong numbers were not always called active
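Test system: HT1080 RFP-PRO-GFP cells; Benchmarks: DMSO and RFP-L50D-GFP cell wells; Timing: cells overnight before dosing, compound overnight, 37 °C, 5% CO2; Compound: one 20 µM compound dose with 1% DMSO; Read-out: GFP/RFP fluorescence ratio.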
Rpn11 inh – Rpn11 (human) deubiquitinase inhibition; O00487; human 26S proteasome, Ub4-pepOG fluorescence polarization; 20S core pre-blocked with epoxomicin; calls only at 20 µM; hit rate 0.59% among 360,000; AID 588493;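 active = inhibition at 20 µM, scaled to each plate's controls, above about 33%, limit read from the data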
DNMT1 inh – inhibitors of human DNMT1 | AID 588458 | hit rate 0.83% among 360,000 | inhibition (reported as % activation of signal), % at 10 µM | DNMT1 molecular beacon, Hinp1I cleavage, fluorescence; in the data active = inhibition above about 50%
Target sequence (P26358 504-1616 limits assumed): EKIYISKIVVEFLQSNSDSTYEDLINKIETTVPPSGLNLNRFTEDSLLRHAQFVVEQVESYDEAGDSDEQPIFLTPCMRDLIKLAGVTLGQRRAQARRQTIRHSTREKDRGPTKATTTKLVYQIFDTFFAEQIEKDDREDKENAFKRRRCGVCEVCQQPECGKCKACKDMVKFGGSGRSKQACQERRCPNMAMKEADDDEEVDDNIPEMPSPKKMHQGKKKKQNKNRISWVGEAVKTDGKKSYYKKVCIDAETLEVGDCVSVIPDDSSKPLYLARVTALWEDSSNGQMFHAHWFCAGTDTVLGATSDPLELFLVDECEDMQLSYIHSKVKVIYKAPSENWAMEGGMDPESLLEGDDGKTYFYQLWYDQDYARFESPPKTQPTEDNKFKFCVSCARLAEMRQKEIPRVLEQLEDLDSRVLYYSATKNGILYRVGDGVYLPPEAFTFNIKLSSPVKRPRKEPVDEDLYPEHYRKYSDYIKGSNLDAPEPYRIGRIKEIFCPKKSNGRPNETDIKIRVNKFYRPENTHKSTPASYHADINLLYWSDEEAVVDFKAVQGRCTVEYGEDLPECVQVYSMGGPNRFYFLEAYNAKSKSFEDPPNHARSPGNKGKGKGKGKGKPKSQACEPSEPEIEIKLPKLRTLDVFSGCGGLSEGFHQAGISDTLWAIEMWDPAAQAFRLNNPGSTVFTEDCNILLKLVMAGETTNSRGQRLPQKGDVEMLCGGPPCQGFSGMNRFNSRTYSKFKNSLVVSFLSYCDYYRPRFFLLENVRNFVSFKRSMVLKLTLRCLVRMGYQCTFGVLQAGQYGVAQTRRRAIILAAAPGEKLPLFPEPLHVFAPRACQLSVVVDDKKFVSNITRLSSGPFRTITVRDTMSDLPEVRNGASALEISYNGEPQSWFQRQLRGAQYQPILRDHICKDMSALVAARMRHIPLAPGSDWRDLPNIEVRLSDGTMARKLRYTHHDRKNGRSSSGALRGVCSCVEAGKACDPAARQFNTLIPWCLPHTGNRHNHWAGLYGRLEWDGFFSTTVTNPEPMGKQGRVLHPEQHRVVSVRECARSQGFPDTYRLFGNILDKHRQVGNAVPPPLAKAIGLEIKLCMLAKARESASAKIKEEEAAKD
* hit, by the source's call; i = inactive.

No.	Structure	STEP block	CendR NRP1 mod	Rpn11 inh	SUMO1-SIM PPI	SKN-1 inh
1	CCCCCSc1nnc2c(n1)OC(c1cccn1C)N(C(C)=O)c1ccccc1-2 (stereo not given)	-3	4	i	-7	1
2	CN(C)c1ccc(C(=S)N2CCCCC2)cc1	-2	1	i	1	-7
3	CC(=O)C1=C(C)NC2=C(C(=O)c3ccccc32)C1c1ccccc1 (stereo not given)	1	-2	i	-25	0
4	Cc1ccc(C2(c3noc(CN4C[C@@H](C)O[C@@H](C)C4)n3)CCCC2)cc1	-4	-5	i	3	4
5	CCN(Cc1ccccc1)C(=O)CCCOc1ccccc1	0	12	i	0	16
6	CC1CCc2c(sc3ncnc(SC(C)C(=O)NCC4CCCO4)c23)C1 (stereo not given)	0	-20	i	5	-8
7	O=c1cc(-c2ccc(C(F)(F)F)cc2)oc2ccccc12	-1	9	i	-11	7
8	O=S(=O)(c1ccc(Cl)cc1)c1nc(-c2ccccc2F)oc1NCCN1CCOCC1	-1	6	i	1	-11
9	Cc1ccc2c(c1)sc1nc(=O)n(-c3ccc(Cl)c(Cl)c3)c(=O)n12	-3	-12	i	-2	2
10	O=C1CCCc2c1sc1nc3n(c(=O)c21)CCCCC3	45*	12	i	-21	1

No.	MT1-MMP act inh	DNMT1 inh	LMPTP inh	Scp1 inh	NadD inh
1	-5	-2	1.4	-4	3
2	2	0	0.2	-5	-7
3	6	0	3.0	-3	-5
4	-2	2	-1.2	-2	-6
5	-1	-2	0.0	-11	1
6	0	0	2.8	-3	-1
7	4	12	1.0	-8	-2
8	-2	-1	0.8	-5	-8
9	11	26	-2.1	-6	5
10	-1	7	-0.4	-11	-1

The listing continues.
No.	Structure	STEP block	CendR NRP1 mod	Rpn11 inh	SUMO1-SIM PPI	SKN-1 inh
11	Cc1ccc(-c2n[nH]c(=S)n2/N=C/c2ccc(C)s2)cc1	0	-11	i	-15	-18
12	O=C(NCc1ccco1)c1cnccn1	-5	3	i	2	-9
13	Cn1cccc1Cc1nnc(SCC(=O)N2CCCCCC2)n1CCc1ccccc1	4	0	i	3	0
14	Cc1cc(C)c2nc(NC(=O)c3ccco3)sc2c1	0	0	i	0	-1
15	CC12CCC(C(=O)N3CCN(Cc4ccccc4)CC3)(OC1=O)C2(C)C (stereo not given)	-3	5	i	6	8
16	O=C(CN1C(=O)NC2(CCCC2)C1=O)NC(c1ccccc1)c1ccccc1	0	6	i	1	11
17	CN1CCN(C2=Cc3ccc(Cl)cc3Sc3ccc(F)cc32)CC1	10	-4	i	-3	-12
18	COc1ccc(C(C)=O)cc1CC(=O)Nc1ccc2c(c1)CCC2	0	8	i	3	-1
19	C=CCOc1ccc(Br)cc1CNC(C)(C)CO	1	1	i	4	11
20	Cc1ccc(Oc2ccc(NC(=O)CSc3n[nH]c(N)n3)cc2)cc1	-3	8	i	-4	-2

No.	MT1-MMP act inh	DNMT1 inh	LMPTP inh	Scp1 inh	NadD inh
11	0	1	1.0	-5	6
12	-3	7	-4.1	8	0
13	-1	-1	0.6	-8	4
14	-1	-2	1.8	20	1
15	2	5	-1.4	0	-4
16	4	0	0.1	-5	0
17	-14	-10	-7.5	-10	-10
18	1	-4	1.2	-1	5
19	1	8	-1.3	-11	-10
20	2	0	-2.4	-2	-4

Next section
No.	Structure	STEP block	CendR NRP1 mod	Rpn11 inh	SUMO1-SIM PPI	SKN-1 inh
21	COc1ccc(N(CC(=O)Nc2ccccc2C)S(=O)(=O)c2c(C)[nH]c(=O)[nH]c2=O)cc1	-1	5	i	4	1
22	COc1ccc(-n2cc(-c3ccccc3)nc2SC)cc1	1	-5	i	2	9
23	CC1(CC(=O)O)SC(=O)NC1=O (stereo not given)	-1	4	i	-1	-18
24	Cc1cc(C)cc(Oc2coc3cc(OC(=O)c4cccnc4)ccc3c2=O)c1	-1	1	i	6	8
25	CS(=O)(=O)N(CC(=O)N1CCN(c2ccccc2F)CC1)c1cc(C(F)(F)F)ccc1Cl	3	-2	i	0	7
26	O=C(/C=C/c1ccc(S(=O)(=O)N2CCOCC2)cc1)NC(CO)C(O)c1ccc([N+](=O)[O-])cc1 (stereo not given)	-3	4	i	-22	3
27	COCCNC(=S)N/N=C(\C)c1ccc(C)c([N+](=O)[O-])c1	2	-6	i	-10	6
28	Cc1ccc(Cl)cc1NC(=O)c1cc(NC(=O)C2CCCCC2C(=O)O)ccc1N1CCOCC1 (stereo not given)	-1	0	i	6	-16
29	COc1ccc(NS(=O)(=O)c2cccc(N/C(=N\S(=O)(=O)c3ccccc3)c3ccc(F)cc3)c2)cc1	2	10	i	1	6
30	CCCC(=O)N1CCN(C2=NS(=O)(=O)c3ccccc32)CC1	-1	7	i	-3	18

No.	MT1-MMP act inh	DNMT1 inh	LMPTP inh	Scp1 inh	NadD inh
21	0	-1	-2.7	-4	3
22	-2	-2	2.6	-4	0
23	0	1	-1.0	0	1
24	-2	0	-6.3	-7	0
25	-3	-2	0.3	-3	-7
26	0	-4	-0.3	5	-3
27	2	0	-0.7	3	0
28	0	1	-0.1	-2	10
29	-7	-11	2.2	-4	-1
30	2	4	0.2	-7	0

Arranged by heavy-atom count (falling): 11 of the compounds above
No.	Structure	STEP block	CendR NRP1 mod	Rpn11 inh	SUMO1-SIM PPI	SKN-1 inh
29	COc1ccc(NS(=O)(=O)c2cccc(N/C(=N\S(=O)(=O)c3ccccc3)c3ccc(F)cc3)c2)cc1	2	10	i	1	6
28	Cc1ccc(Cl)cc1NC(=O)c1cc(NC(=O)C2CCCCC2C(=O)O)ccc1N1CCOCC1 (stereo not given)	-1	0	i	6	-16
26	O=C(/C=C/c1ccc(S(=O)(=O)N2CCOCC2)cc1)NC(CO)C(O)c1ccc([N+](=O)[O-])cc1 (stereo not given)	-3	4	i	-22	3
21	COc1ccc(N(CC(=O)Nc2ccccc2C)S(=O)(=O)c2c(C)[nH]c(=O)[nH]c2=O)cc1	-1	5	i	4	1
24	Cc1cc(C)cc(Oc2coc3cc(OC(=O)c4cccnc4)ccc3c2=O)c1	-1	1	i	6	8
20	Cc1ccc(Oc2ccc(NC(=O)CSc3n[nH]c(N)n3)cc2)cc1	-3	8	i	-4	-2
17	CN1CCN(C2=Cc3ccc(Cl)cc3Sc3ccc(F)cc32)CC1	10	-4	i	-3	-12
30	CCCC(=O)N1CCN(C2=NS(=O)(=O)c3ccccc32)CC1	-1	7	i	-3	18
27	COCCNC(=S)N/N=C(\C)c1ccc(C)c([N+](=O)[O-])c1	2	-6	i	-10	6
19	C=CCOc1ccc(Br)cc1CNC(C)(C)CO	1	1	i	4	11
23	CC1(CC(=O)O)SC(=O)NC1=O (stereo not given)	-1	4	i	-1	-18

No.	MT1-MMP act inh	DNMT1 inh	LMPTP inh	Scp1 inh	NadD inh
29	-7	-11	2.2	-4	-1
28	0	1	-0.1	-2	10
26	0	-4	-0.3	5	-3
21	0	-1	-2.7	-4	3
24	-2	0	-6.3	-7	0
20	2	0	-2.4	-2	-4
17	-14	-10	-7.5	-10	-10
30	2	4	0.2	-7	0
27	2	0	-0.7	3	0
19	1	8	-1.3	-11	-10
23	0	1	-1.0	0	1

Next records follow.
No.	Structure	STEP block	CendR NRP1 mod	Rpn11 inh	SUMO1-SIM PPI	SKN-1 inh
31	O=C(N/N=C/c1cc2c(cc1Br)OCO2)c1ccccn1	1	5	i	-27	1
32	Cc1ccc2c(c1)-c1cc(C)nn1C(c1sccc1C)N2 (stereo not given)	-1	27*	i	-2	12
33	O=C(NC(=S)Nc1ccc(S(=O)(=O)NC2CCCCC2)cc1)c1cccs1	1	-14	i	3	-5
34	C/C(Cn1nnc2ccccc21)=N\OC(=O)c1ccccc1C	-1	-11	i	2	0
35	Cc1ccc(S(=O)(=O)N2CCCCC2)cc1NC(=O)COC(=O)c1cccn1C	-1	-5	i	3	0
36	Cc1ccc2c(c1)[C@H]1[C@H](CO2)[C@H](c2ccccc2)[C@]2(C)C(=O)Nc3ccc(Br)cc3C(=O)N12	0	9	i	4	-2
37	COc1ccc(-c2ocnc2C(=O)Nc2ccc(N3CCOCC3)cc2N2CCOCC2)cc1OC	-1	8	i	-3	5
38	CCc1c(C)c(C#N)c2nc3ccccc3n2c1NCc1ccccn1	-1	20	i	-15	6
39	N#C/C(=N\O)c1nc2ccccc2[nH]1	2	-6	i	-4	6
40	CCOC(=O)C1CCCN(C(=O)c2sc3nc4n(c(=O)c3c2C)CCC4)C1 (stereo not given)	-2	-6	i	4	-11

No.	MT1-MMP act inh	DNMT1 inh	LMPTP inh	Scp1 inh	NadD inh
31	6	3	-0.6	-5	3
32	0	-3	0.7	10	-4
33	-3	-12	2.2	-13	-6
34	3	3	-1.6	-3	-1
35	10	-2	0.4	-4	-3
36	-26	-3	2.3	-20	18
37	1	-5	0.7	2	-5
38	0	2	0.5	-1	6
39	1	-7	-2.0	4	1
40	-4	4	-1.0	-5	4

Further results.
No.	Structure	STEP block	CendR NRP1 mod	Rpn11 inh	SUMO1-SIM PPI	SKN-1 inh
41	COc1ccc(NC(=O)c2ccc(CN(c3cc(Cl)ccc3C)S(=O)(=O)c3ccccc3)cc2)cc1OC	1	-2	i	0	21
42	COc1ccccc1/C=C1\SC(=O)N(CCC(=O)NCCCn2ccnc2)C1=O	-2	14	i	-29	-20
43	COc1ccc(C(CNC(=O)CNC(=O)c2ccccc2)N2CCCC2)cc1 (stereo not given)	2	-15	i	3	0
44	O=C(c1ccc(CSc2ccccc2)cc1)N1CCCCCC1	-2	8	i	-1	2
45	CC1CN(CCCCOc2ccc3ccccc3c2)CC(C)O1 (stereo not given)	1	5	i	-1	11
46	S=c1[nH]nc(-c2cc3ccccc3o2)n1Cc1ccccc1	5	19	i	1	2
47	O=C(O)c1ccc(N=NN2CCOCC2)cc1	-3	7	i	-3	3
48	O=C(Nc1ccccc1N1CCOCC1)c1ccc2c(c1)OCCO2	0	2	i	-1	-3
49	NC(=O)c1ccccc1NC(=O)c1ccoc1	-2	-2	i	6	-1
50	CC(Sc1nc2ncc(Cl)cc2[nH]1)C(=O)Nc1ccc(C(N)=O)cc1 (stereo not given)	-2	-5	i	-1	2
51	Cc1ccc(-n2c(SCC(=O)NCc3ccco3)nc3sc(C)c(C)c3c2=O)cc1	0	-15	i	-13	-11
52	CCN(CCCCN1C(=O)c2ccccc2C1=O)c1ccc2c(c1)C(=O)N(C)C2=O	2	-14	i	-15	4

No.	MT1-MMP act inh	DNMT1 inh	LMPTP inh	Scp1 inh	NadD inh
41	-4	-9	4.1	-15	7
42	1	2	2.0	2	-1
43	3	-3	4.5	3	-10
44	0	-1	1.0	-4	-3
45	-2	14	-0.4	6	-5
46	6	1	-0.7	7	-10
47	-5	3	0.3	-1	2
48	-2	0	-0.4	-6	2
49	-1	2	-0.6	-6	-3
50	2	0	0.8	-6	-5
51	2	23	2.5	-8	0
52	-47	31	5.5	67*	11

Screens (PubChem)
